High-throughput results: PubChem, National Center for Advancing Translational Sciences (NCATS)
Pin1 inh = blocks the human prolyl isomerase Pin1 | Q13526 | Pin1 FP peptide displacement, HiFluor488, 10 min | Potency, µM (doses to about 115 µM), inactives show top-dose activity, negative = inhibition, hits mostly inhibitors | 390,000 tested, 0.009% active; active = well fitted inhibition curve with a large enough effect in the polarisation, with a control signal flat, not every such curve was filed as active; inconclusive = small, poorly fitted or top-dose-only effect, or effect the other way, or a change in a side signal; inactive = no such curve, though single readings can be large or run the other way; the % refers to the polarisation; also: % is scaled to controls: 0 for no effect and ±100 for the full control effect
Target sequence (Q13526 whole entry, looked up): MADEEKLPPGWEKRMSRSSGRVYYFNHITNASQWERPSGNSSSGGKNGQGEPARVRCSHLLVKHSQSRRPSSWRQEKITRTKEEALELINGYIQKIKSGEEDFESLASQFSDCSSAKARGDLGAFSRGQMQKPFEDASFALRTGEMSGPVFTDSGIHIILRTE
BLM helicase inh = blocks DNA unwinding by human BLM helicase; 350,000 tested, 0.2% active; recombinant BLM DNA unwinding, fluorescence dequenching; Potency, µM (highest dose often 56.1 µM), without a hit: top-dose activity change, negative = inhibition, actives largely listed as inhibitors; P54132;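 also: plate controls were vehicle for no effect and no enzyme for full effect; nearly all actives have a fitted effect of over 35% in size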
G9a inh = inhibitors of human histone lysine methyltransferase G9a; G9a H3K9 monomethylation, AlphaScreen, 2 h; Potency, µM (top dose mostly 102 µM), inactives show at the highest dose activity, negative = inhibition, actives largely listed as inhibitors; 350,000 tested, 8.8% active; also: % is scaled to controls: 0 for no effect and ±100 for the full control effect; nearly all actives have a fitted effect of over 75% in size
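Signal arises when biotinylated H3K9 peptide, once monomethylated, bridges streptavidin donor and antibody-captured acceptor beads. Enzyme at 20 nM was preincubated 15 min with test compounds; peptide 500 nM and SAM 20 uM then reacted for 2 h.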
BAZ2B block = BAZ2B (human) inhibition | 360,000 tested, 4.4% active | Q9UIF8 | AlphaScreen BAZ2B-H3K14Ac peptide displacement | Potency, µM (top dose mostly 114 µM), without a hit: at the top dose activity change, negative = inhibition, usual class: inhibitors; also: % is scaled to controls: 0 for no effect and ±100 for the full control effect; nearly all actives have a fitted effect of over 60% in size
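Inhibition is scored as reduced AlphaScreen emission. The BAZ2B/b-H3(5-23)K14Ac complex (50 nM each) in PBS pH 7.4, 0.01% Tween-20 meets compound (up to 110 uM) for 30 min at RT before bead addition.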
GLS inhibitor = inhibitors of human glutaminase (GLS). O94925. GLS enzymatic activity, qHTS titration. Potency, µM (series often up to 45.5 µM), for the others: top-dose activity change, negative = inhibition, most hits filed as inhibitors. 410,000 tested, 0.21% active. AID 624170; also: % is scaled to controls: 0 for no effect and ±100 for the full control effect
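hKGA; 45 mM KH2PO4 pH 8.2 + 0.02% Tween-20; cpd via pin tool; 1 mM Gln soln; GluOx/HRP/Amplex Red; RT 30 min; fluor. t0 & final.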
JMJD2A Tudor inh = blocks the human JMJD2A Tudor domain. O75164. AlphaScreen JMJD2A-Tudor / H3K4me3 peptide binding. Potency, µM (titrated, usually from 114 µM), for inactives: at the highest dose activity change, negative = inhibition, hits mostly inhibitors. 390,000 tested, 4.4% active; also: % is scaled to controls: 0 for no effect and ±100 for the full control effect; nearly all actives have a fitted effect of over 50% in size
Pol iota inh = DNA polymerase iota (human) inhibition; Q9UNA4; Pol iota fluorescent replication assay, 10 min; Potency, µM (top dose mostly 115 µM), for the others: at the top dose activity, negative = inhibition, most hits filed as inhibitors; 390,000 tested, 1% active
Target sequence (Q9UNA4 whole entry, looked up): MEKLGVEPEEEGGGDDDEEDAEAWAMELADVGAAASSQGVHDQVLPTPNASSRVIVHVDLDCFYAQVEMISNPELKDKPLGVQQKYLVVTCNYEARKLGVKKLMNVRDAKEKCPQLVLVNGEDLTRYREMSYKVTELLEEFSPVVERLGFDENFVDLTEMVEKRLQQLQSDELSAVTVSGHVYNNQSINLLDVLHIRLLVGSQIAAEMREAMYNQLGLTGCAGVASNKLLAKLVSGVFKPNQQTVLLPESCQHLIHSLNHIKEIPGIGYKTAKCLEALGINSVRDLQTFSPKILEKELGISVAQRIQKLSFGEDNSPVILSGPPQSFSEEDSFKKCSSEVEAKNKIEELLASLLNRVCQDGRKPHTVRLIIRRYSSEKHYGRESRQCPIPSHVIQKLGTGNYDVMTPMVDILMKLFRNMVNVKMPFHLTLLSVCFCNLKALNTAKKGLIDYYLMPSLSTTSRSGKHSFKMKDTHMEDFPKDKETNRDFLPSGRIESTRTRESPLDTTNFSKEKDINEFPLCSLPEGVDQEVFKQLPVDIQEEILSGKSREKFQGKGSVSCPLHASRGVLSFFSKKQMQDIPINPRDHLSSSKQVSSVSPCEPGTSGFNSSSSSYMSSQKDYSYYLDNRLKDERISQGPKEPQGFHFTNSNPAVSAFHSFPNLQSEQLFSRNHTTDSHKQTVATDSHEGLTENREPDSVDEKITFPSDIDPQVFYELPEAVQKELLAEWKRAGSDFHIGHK
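Fluorescent replication assay read twice, at 0 min and 10 min after adding 50 nM (final) substrate. Enzyme (10 nM) and compounds were first incubated 15 min at room temperature; enzyme-free buffer wells were negative controls.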
HP1b binding inh = inhibitors of HP1-beta chromodomain binding to methylated histone tails. P83916. Potency, µM (series often up to 114 µM), for inactives: at the top dose activity change, negative = inhibition, hits mostly inhibitors. AlphaScreen HP1-beta / biotin-H3K9me3 peptide binding. AID 540317. 390,000 tested, 0.56% active; also: nearly all actives have a fitted effect of over 70% in size; inactives centre near 23
Target sequence (P83916 whole entry, looked up): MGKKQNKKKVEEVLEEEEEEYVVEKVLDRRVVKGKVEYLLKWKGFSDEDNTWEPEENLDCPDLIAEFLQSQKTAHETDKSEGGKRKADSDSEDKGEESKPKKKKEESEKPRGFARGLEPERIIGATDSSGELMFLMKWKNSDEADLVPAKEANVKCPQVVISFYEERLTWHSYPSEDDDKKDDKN
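HP1-beta protein (50 nM final) preincubated 30 min at room temperature with biotinylated H3(1-18)K9me3 peptide (50 nM) in PBS pH 7.4, 0.01% Tween-20, then compound added for 30 min. AlphaScreen streptavidin donor/nickel chelate acceptor beads (10 ug/mL final), 30 min dark, luminescence read.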
Tb PGK inh = T. brucei PGK inhibition; AID 602233; Potency, µM (doses to about 57.5 µM), for the others: top-dose activity change, negative = inhibition, actives largely listed as inhibitors; P07378; 380,000 tested, 0.043% active; PGK/GAPDH coupled, Kinase-Glo luminescence, 60 min; also: % is scaled to controls: 0 for no effect and ±100 for the full control effect; nearly all actives have a fitted effect of over 60% in size
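Luminescent ATP detection (Kinase-Glo Plus) follows a 60-minute room-temperature incubation, with wells lacking PGK as controls. Buffer: 100 mM TEA (pH 7.6), 5 mM MgCl2, 0.01% Tween-20. Coupling enzyme GAPDH (100 nM final) supplies unstable 1,3-BPG in-well.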
Numbers without * were called inactive; i = inactive; ? = inconclusive; . = not tested or not shown; & = joins results of further samples; [ ] = another dose, or the depositor's remark. Unless noted, calls follow the shape of the dose curve; as a rule, active = well fitted curve in the direction sought with a large enough effect; inconclusive = small, poorly fitted or top-dose-only effect, or another doubt; inactive = no such curve, though single readings can be large; an effect the other way counts as inactive or inconclusive. Potency is read from the fitted curve at half-maximal effect. A portion of the library. The share of hits here may be higher or lower than overall.

Pol iota inh	HP1b binding inh	G9a inh	GLS inhibitor	Tb PGK inh	Pin1 inh	BLM helicase inh	BAZ2B block	JMJD2A Tudor inh	canonical_smiles
18%	-18%	9%	-8%	-10%	-1%	-9%	-10%	?	COc1ccc(-c2noc(N3CCC(C(=O)Nc4cc(OC)ccc4OC)CC3)n2)cc1
0%	19%	9%[59 µM]	-7%	i	0%	.	-7%	-20%	CC(=O)N1CCN(S(=O)(=O)c2ccc(C)cc2)C1C (configuration not stated)
9%	46%[activator]	4%[59 µM]	1%	-4%	-6%	8%	47%[activator][57.1 µM]	0%	COC(=O)c1ccc(Cl)cc1NC(=O)N1CCCn2nc(C)cc21
26%	27%	0%[59 µM]	-6%	3%	37%[activator]	2%	3%	-17%	CC(=O)c1ccc(NC(=O)c2cn(-c3ccccc3)nc2-c2ccc(Br)cc2)cc1
-5%	20%[57 µM]	-3%[59 µM]	2%	-3%	-1%	3%	-26%	-28%	Cc1nn(S(=O)(=O)c2ccc(C(C)(C)C)cc2)c(C)c1S(=O)(=O)N1CCCCCC1
147%[activator]	29%	3%[59 µM]	4%	i	12%	-9%	?	-20%	NNC(=O)CN1C(c2ccc(Br)cc2)=Nc2ccc(Br)cc2C1c1ccccc1 (configuration not stated)
8%	41%[activator]	21%[59 µM]	0%	-10%	-9%	3%	4%	5%	CCOC(=O)c1cnc2c(-c3ccc(Cl)cc3)c(C)nn2c1N
-29%[58.9 µM]	-8%	8.9µM*	-17%	-1%	-12%	-4%	?	79µM*	C/C(CCC1CC(C)(C)OC1=O)=N\NC(N)=S (configuration not stated)
?	8%	-22%[59 µM]	-20%	-6%	1%	-1%	-16%	2%	CCc1ccc(C2CC(=O)Nc3c2c(=O)n(C)c2ncnn32)cc1 (configuration not stated)
10%	26%	-26%[59 µM]	-3%	-5%	8%	-8%	0%	?	O=C(c1cc(-c2cccc(O)c2)on1)N1CCc2ccccc2C1
-18%	19%	-37%	-7%	-9%	?	0%	-30%	-13%	O=C(NC(=S)N1CCN(c2ccc([N+](=O)[O-])cc2)CC1)c1ccccc1
14%	14%	-1%[59 µM]	0%	i	9%	1%	-6%	-19%	Cc1ccc(-c2nnc(-n3ncc(C#N)c3N)c3ccccc23)cc1C
17%	32%	.	.	.	-3%	-8%	.	-21%	COc1ccc(C2C=C3CN(C(=O)OC(C)(C)C)S(=O)(=O)C3CC2OC(=O)c2cccc(C)c2)cc1 (configuration not stated)
31%[activator]	41%[activator]	1%	12%	-2%	-9%	-5%	-10%	-20%	O=C(NC(=S)NCCO)c1cn(-c2ccccc2)nc1-c1ccccc1
15%	20%	65%[activator][59 µM]	-3%	7%	1%	2%	-27%	-18%	COc1ccc(-c2nc(CSCC(=O)NCC3CCCO3)c(C)o2)cc1OC (configuration not stated)
4%	-9%	-18%[59 µM]	0%	i	-3%	-8%	?	?	Cc1ccc(CN2CCSc3ccc(C(=O)NC4CCN(Cc5ccccc5)CC4)cc32)cc1

Single values from the list.
In Pol iota inh, `COc1ccc(C2C=C3CN(C(=O)OC(C)(C)C)S(=O)(=O)C3CC2OC(=O)c2cccc(C)c2)cc1` (configuration not stated) is entered as 17%
In Pin1 inh, `CCc1ccc(C2CC(=O)Nc3c2c(=O)n(C)c2ncnn32)cc1` (configuration not stated) is entered as 1%

(further entries)
Pol iota inh	HP1b binding inh	G9a inh	GLS inhibitor	Tb PGK inh	Pin1 inh	BLM helicase inh	BAZ2B block	JMJD2A Tudor inh	canonical_smiles
64%[activator]	25%	77%[activator][12.7 µM]	0%	8%	2%	-10%	3%	-12%	COc1cc(/C=N/NC(=S)Nc2cccnc2)cc(OC)c1OC
121%[activator]	-4%	9%	25%	-5%	-1%	-3%	-10%	-14%	Cc1cc(C)c2c(c1)/C(=N/NC(=O)c1ccc(O)cc1)CCC2
7%	50%[activator]	13%[59 µM]	-4%	-6%	9%	0%	8%[57.1 µM]	5%	COc1cc(NC(=O)c2nnn(CC(=O)Nc3cc(C)ccc3C)c2N)cc(OC)c1
?	?	.	?	-1%	-2%	39%[activator]	-21%	7.1µM*	COc1ccc(-c2cc3ccccc3[nH]2)cc1
?	20%	-41%[12.7 µM]	0%	3%	?	.	4%	-33%	CSc1ccc(NC(=O)CSc2nc3[nH]c(=O)cc(O)c3s2)cc1
5%	27%	.	0%	-9%	16%	.	.	-29%	CCn1c(=O)c(C(=O)CN(C)CC(=O)Nc2cccc(F)c2)c(N)n(Cc2ccccc2)c1=O
4%	28%	5%	-3%	1%	-1%	-1%	4%	2%	COc1ccc(C2(CN(C(C)=O)C(C)=O)CCCC2)cc1OC
20%	10%	56%[activator]	-4%	.	-1%	-9%	33%	13%	CC(C)OC(=O)CSc1nc2c(c(C3CC=CCC3)c1C#N)CCC2 (configuration not stated)

G9a inh: hit marks shown above
Pol iota inh	HP1b binding inh	G9a inh	GLS inhibitor	Tb PGK inh	Pin1 inh	BLM helicase inh	BAZ2B block	JMJD2A Tudor inh	canonical_smiles
-29%[58.9 µM]	-8%	8.9µM*	-17%	-1%	-12%	-4%	?	79µM*	C/C(CCC1CC(C)(C)OC1=O)=N\NC(N)=S (configuration not stated)

Following part
Pol iota inh	HP1b binding inh	G9a inh	GLS inhibitor	Tb PGK inh	Pin1 inh	BLM helicase inh	BAZ2B block	JMJD2A Tudor inh	canonical_smiles
14%	37%	9%[59 µM]	14%	-9%	-4%	-4%	1%	-14%	COc1cccc(C2C(C(=O)Nc3ccccc3)=C(C)Nc3nnnn32)c1OC (configuration not stated)
13%	42%[activator]	?	0%	i	-8%	-9%	0%	-2%	COc1ccc(CCNc2ccc(S(N)(=O)=O)cn2)cc1
94%[activator]	41%[activator]	.	0%	-5%	4%	-1%	4%	5%	O=C(OCc1ccc(Br)cc1)c1cccnc1
20%	20%	4%[59 µM]	15%	-8%	-10%	-4%	-12%	-22%	O=C(Nc1sc2c(c1C(=O)NCC1CCCO1)CCC2)c1cc(=O)c2ccccc2o1 (configuration not stated)
9%	-11%	?	4%	-4%	-14%	-1%	-5%	-36%	Cc1ccc(Cn2cccc(NC(=O)c3ccco3)c2=O)cc1
30%	40%[activator]	?	2%	2%	2%	.	2%	5%	Cc1ccc(Cl)c(NC(=O)CSc2n[nH]c(=O)n2C2CC2)c1Cl
13%	-19%	?	11%	-4%	2%	0%	?	?	COc1cccc(N2CCN(CC(=O)c3c[nH]c4ccc(OC)cc34)CC2C)c1 (configuration not stated)
29%	43%[activator]	?	-6%	i	0%	-3%	-17%	-8%	CC(=O)Nc1ccc(C)cc1-c1nc2ccccc2n(CC(=O)c2ccc(Cl)cc2)c1=O
6%	2%	-50%	-3%	3%	5%	.	-6%	-15%	CN(C(=O)COC(=O)C1CCN(S(=O)(=O)c2c(Cl)cccc2Cl)CC1)c1ccccc1
102%[activator]	29%	-39%	-6%	-4%	0%	5%	-11%	1%	CCCn1c(SCC(=O)Nc2ccc(S(=O)(=O)N(C)C)cc2)n[nH]c1=O
0%	44%[activator]	8%	?	10%	-3%	0%	-2%	1%	CC1(C(=O)Nc2ccccc2)Cc2ccccc2C(=O)O1 (configuration not stated)
4%	20%	15%	8%	7%	22%	-3%	-10%	-8%	COc1cc(/C=C/C(=O)OCN2C(=O)c3ccccc3C2=O)ccc1OC(F)F
38%[activator]	41%	-1%[59 µM]	0%	-3%	0%	1%	8%	-2%	COC(=O)c1ccc(NC(=O)CCn2cnnn2)cc1
60%[activator]	3%	35µM*	11%	-12%	-6%	-5%	-15%	-11%	O=S(=O)(c1ccc(-c2n[nH]c(=S)o2)cc1)N1CCCC1
11%	21%	5%[59 µM]	-6%	-7%	0%	-3%	-28%	-15%	COc1ccccc1NC(=O)c1c(-c2ccc(C)cc2)nnc2ccccc12
-11%	7%	-32%[59 µM]	-1%	-1%	?	-6%	-14%	-26%	CCOC(=O)c1cc(-c2ccc(OC)c(S(=O)(=O)N3CCN(c4ccccc4)CC3)c2)on1
7%	-3%	-7%	-1%	0%	18%	-7%	56µM*	-18%	O=C(COC(=O)c1ccccn1)Nc1nc(-c2cccc([N+](=O)[O-])c2)cs1
-26%	137%[activator]	57%[activator][59 µM]	2%	10%	3%	-10%	41%[activator]	53%[activator]	Cc1cccc(N(C)S(=O)(=O)c2nnc(NC(=O)C(C)Oc3ccccc3)s2)c1 (configuration not stated)
2%[58.9 µM]	1%	.	1%	i	-7%	-5%	0%	-16%	CC(=O)c1nnn(-c2cccc(C#N)c2)c1C
14%	18%	-31%	47%[activator]	1%	6%	-1%	-9%	-12%	CCOC(=O)c1sc(=S)n(C)c1N
-6%	47%[activator]	-41%	20%	-6%	-1%	-5%	-1%	-5%	Cn1nc(C(F)(F)F)c(C#N)c1N1CCN(c2ccc(F)cc2)CC1
151%&-1%[activator]	?	40µM*	-16%&16%	i	-5%&8%	-5%&-4%	?	56µM*	CCN(CC)c1ccc(NC(=O)CCS(=O)(=O)c2cccc3nsnc23)c(C)c1
11%	24%	9%[59 µM]	4%	-2%	0%	-3%	2%	6%	Cc1cc(Cl)ccc1NC(=O)C1CCCN1S(=O)(=O)c1ccc2c(c1)CCCC(=O)N2 (configuration not stated)
14%	44%	-22%	5%	5%	?	-8%	?	?	COc1ccc(NC(C)=O)cc1NC(=O)CN1CCN(C2c3ccccc3-c3ccccc32)CC1
16%	18%	-3%[12.7 µM]	-2%	5%	5%	-1%	6%	-7%	CCOc1cc2[nH]c(=O)n(CCCCCC(=O)NCc3ccco3)c(=O)c2cc1OCC
14%	32%	56%	-2%	3%	-1%	1%	-17%	-5%	O=C1COc2ccc(S(=O)(=O)N3CCC(C(=O)NCc4ccc(F)cc4)CC3)cc2N1
29%	14%	-9%[59 µM]	5%	i	0%	-1%	-1%	-13%	CCOc1ccc(CCNC(=O)c2[nH]c3cc(OC)ccc3c2Sc2ccccc2)cc1OCC
19%	22%	12%[59 µM]	2%	-8%	0%	-1%	6%	-11%	COc1ccc(NC(=O)C2CCN(S(=O)(=O)c3ccc(OC)c(OC)c3)CC2)cc1
4%	55%[activator]	3%[59 µM]	8%	3%	-1%	1%	-7%	-12%	COc1ccccc1CNC(=O)C1CCCN(S(=O)(=O)c2cnc[nH]2)C1 (configuration not stated)
